# proCasp3 act = procaspase-3 (human) activation | P42574 | recombinant procaspase-3 D3A, Ac-DEVD-pNA absorbance 405 nm | activation, % at 8.5 µM | 330,000 compounds, 0.11% hits | AID 463141;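 active means activation above the mean of all tested compounds plus 3 SD, cut at about 21% in these data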;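 further: 0% = DMSO alone and 100% = DMSO wells spiked with extra 5 µM PC-3 D3A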
# Target sequence (P42574 whole entry D9A/D28A/D175A): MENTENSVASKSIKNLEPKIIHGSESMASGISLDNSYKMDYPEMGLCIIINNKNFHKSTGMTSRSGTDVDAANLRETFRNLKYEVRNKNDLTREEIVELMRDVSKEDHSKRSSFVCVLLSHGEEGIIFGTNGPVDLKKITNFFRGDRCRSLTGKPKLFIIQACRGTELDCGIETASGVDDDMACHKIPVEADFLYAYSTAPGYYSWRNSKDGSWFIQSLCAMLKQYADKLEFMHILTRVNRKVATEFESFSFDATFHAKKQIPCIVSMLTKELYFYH
#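 Test system: Procaspase-3 D3A mutant, all three cleavage aspartates alanine | Dosing: Single dose, 8.5 µM nominal compound, 0.8% DMSO | Schedule: 1 h preincubation, 2 h reaction | Technique: 405 nm absorbance of p-nitroaniline, reads at 0 and 120 min | Repeats: One well per compound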
# proCasp7 act = activates human procaspase-7, counter-screen for procaspase-3 activators; activation, % at 8.5 µM; 330,000 compounds, 0.093% hits; recombinant procaspase-7, Ac-DEVD-pNA absorbance 405 nm; D23A/D198A/D206A triple mutant, cannot self-cleave; scale: DMSO 0, 5 µM enzyme 100;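 active means percent activation above the screen-wide mean plus 3 SD, cut at about 25% in these data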
# Target sequence (P55210 whole entry D23A/D198A/D206A): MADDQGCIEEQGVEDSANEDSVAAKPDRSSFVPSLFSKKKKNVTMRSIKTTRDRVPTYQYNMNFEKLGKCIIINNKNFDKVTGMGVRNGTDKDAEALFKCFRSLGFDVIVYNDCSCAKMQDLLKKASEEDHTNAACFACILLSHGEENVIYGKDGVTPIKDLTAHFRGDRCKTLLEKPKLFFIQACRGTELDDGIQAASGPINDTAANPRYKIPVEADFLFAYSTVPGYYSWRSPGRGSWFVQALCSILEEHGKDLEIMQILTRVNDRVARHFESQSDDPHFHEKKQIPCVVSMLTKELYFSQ
#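 Assay system: Uncleavable procaspase-7 mutant enzyme | Input: 2 µM procaspase-7 mutant as dispensed | Timing: 1 h compound preincubation, 2 h substrate cleavage, 25 °C | Repeats: One well per compound | Control set: DMSO wells as 0%, DMSO with 5 µM added PC-7 as 100% | Technique: Epi-absorbance of released pNA at 405 nm, two timepoints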
# TPT1 inhibitor = C. albicans TPT1 enzyme inhibition | recombinant caTPT1, FP RNA substrate dephosphorylation | inhibition, % at 5 µM | 300,000 compounds, 0.81% hits;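 active means inhibition above the mean of all tested compounds plus 3 SD, set per screening campaign, cut at about 24% in these data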;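 further: plate controls were DMSO alone for no effect and ferristatin control at 100 nM for full effect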
# GASC-1 inh = human JMJD2C demethylase inhibition. GST-JMJD2C(1-420) H3K9me3 demethylation, DELFIA europium. 330,000 compounds, 0.069% hits. Q9H3R0. inhibition, % at 2.35 µM. AID 2099;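 active means more than half of a compound's replicate wells show inhibition beyond 50%, single wells judged on their own value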;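 further: signal counts dimethyl H3K9 product captured on neutravidin plate; 0% = median of DMSO wells and 100% = 0.3 times that DMSO median; strong numbers were not always called active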
# Fh CTSL1 inh = counter-screen for PFM18AAP inhibitors: inhibitors of F. hepatica cathepsin L1 | recombinant F. hepatica cathepsin L1, Z-Leu-Arg-MCA fluorescence | 300,000 compounds, 0.49% hits | inhibition, % at 5.96 µM;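 active means inhibition above the mean of all tested compounds plus 3 SD, set per screening campaign, cut at about 17% in these data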;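 further: 0% = plate median of test compound wells and 100% = 1 µM Z-Phe-Ala-diazomethylketone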
# Efflux pump mplx = inhibitors of Candida antifungal efflux pumps expressed in yeast; S. cerevisiae Candida pump triplex, Nile Red efflux; inhibition, % at 10 µM; 330,000 compounds, 0.44% hits;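 active means plate passing quality check with inhibition over a set limit, or well fluorescence over plate mean plus 4 SD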;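 further: Nile Red retained in pooled yeast measured as flow cytometry median fluorescence; 0% = buffer negative control and 100% = Enniatin B positive control; higher means more Nile Red kept so more efflux inhibition; some compounds called inactive have numbers as strong as hits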
# PP1 counter = counter-screen for PP5 inhibitors: inhibitors of human PP1-alpha | purified PP1alpha, OMFP fluorescence | inhibition, % at 6.7 µM | 320,000 compounds, 0.9% hits | P62136;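 active means inhibition above the mean inhibition of all tested compounds plus 3 SD, computed separately for each screening campaign, cut at about 15% in these data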
# core dimer inh = blocks dimerization of HCV core protein. TR-FRET GST/Flag-core106 dimerization, 1536-well. inhibition, % at 5 µM. 300,000 compounds, 0.33% hits;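 active means inhibition above the mean of all tested compounds plus 3 SD, set per screening campaign, cut at about 45% in these data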
#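 Test system: GST/Flag-tagged HCV core106 proteins; Medium: KF-containing HEPES buffer, pH 7.45, DTT, CHAPS, BSA; Times: compound-protein-antibody incubation 4 h at 22.5 °C; Detection: TR-FRET 671 and 617 nm emission; Benchmarks: wells lacking GST-core106 and wells with excess unlabelled core106.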
# PP5 inh = blocks human protein phosphatase 5 activity. AID 1987. 320,000 compounds, 0.18% hits. P53041. inhibition, % at 6.7 µM. purified PP5c, OMFP substrate fluorescence;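 active means inhibition above the campaign's mean inhibition across all tested compounds plus 3 SD, cut at about 9.5% in these data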;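 further: 0% = DMSO only and 100% = 100 µM cantharidin control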
# Target sequence (P53041 whole entry, looked up): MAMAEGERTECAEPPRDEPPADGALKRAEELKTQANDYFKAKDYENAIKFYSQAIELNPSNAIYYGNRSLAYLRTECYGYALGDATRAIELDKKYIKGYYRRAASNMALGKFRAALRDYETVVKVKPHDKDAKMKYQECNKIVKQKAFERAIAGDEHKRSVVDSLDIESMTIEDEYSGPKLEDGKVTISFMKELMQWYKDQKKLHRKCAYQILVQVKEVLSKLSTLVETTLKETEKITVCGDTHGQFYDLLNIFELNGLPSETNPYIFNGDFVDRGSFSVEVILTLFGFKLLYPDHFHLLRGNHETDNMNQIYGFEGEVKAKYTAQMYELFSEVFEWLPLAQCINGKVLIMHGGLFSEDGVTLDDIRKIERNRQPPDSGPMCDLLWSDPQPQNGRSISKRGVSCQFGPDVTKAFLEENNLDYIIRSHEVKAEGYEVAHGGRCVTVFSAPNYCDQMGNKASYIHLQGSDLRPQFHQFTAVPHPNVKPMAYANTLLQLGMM
# * marks the source's active call; other numbers are inactive results; i = inactive; . = not tested or not shown.
SMILES,proCasp3 act,proCasp7 act,TPT1 inhibitor,GASC-1 inh,Fh CTSL1 inh,Efflux pump mplx,PP1 counter,core dimer inh,PP5 inh
O=C(CN1CCN(C(=O)c2ccco2)CC1)Nc1ccc2c(c1)OCO2,0,1,-7,2,-3,0.0,1,-3,0.3
CS(=O)(=O)Cc1ccc(C(=O)NCC2(N3CCCCC3)CCCCC2)cc1,10,3,-1,0,1,0.2,-3,-11,2.2
Cc1ccc(C)c(NC(=O)CSc2nnc(Cc3cccn3C)n2-c2ccc(F)cc2)c1,14,0,-1,4,-1,0.1,-1,-2,-1.4
CN(C)/C=C/C(=O)c1nn(-c2ccc(F)cc2)ccc1=O,-11,4,1,.,2,0.1,-3,0,-1.2
CN1CCN(C(=O)CSc2nc(-c3cccs3)cc(-c3cccs3)c2C#N)CC1,-13,-14,9,15,0,-0.1,-2,-3,1.4
OCCNC1=NCCN1,-2,-1,-3,5,-2,-0.2,-2,-8,1.2
O=C(NO)c1cc(OCC(F)(F)F)ccc1OCC(F)(F)F,-1,-2,4,-3,-1,-0.1,-2,2,0.0
C[C@H](CO)N1C[C@H](C)[C@@H](CN(C)S(=O)(=O)c2ccccc2)Oc2ccc(NC(=O)Nc3ccc4c(c3)OCO4)cc2C1=O,-2,-12,.,-1,.,0.6,.,.,.
Cc1cc(C(=O)COC(=O)c2ccncc2)c(C)n1Cc1ccco1,7,0,5,25,-21,0.1,5,13,-1.9
Fc1ccccc1-n1cc(-c2ccccc2)[nH]c1=S,-3,-20,4,22,-1,0.2,-5,1,-0.2
CNC(=S)NNC(=O)COc1cccc(C)c1C,-10,-3,-3,4,-2,-0.1,2,-1,0.1
O=C(CC1OC(=O)c2ccccc21)NCC1COc2ccccc2O1 (configuration not stated),-1,9,-5,2,-1,0.0,0,-8,1.9
COc1ccc(CCNC(=O)c2ccc(CNS(=O)(=O)c3ccccc3)cc2)cc1OC,5,-13,-1,8,3,0.1,-5,9,0.0
C=CCOc1c(CNc2ncn[nH]2)cccc1OCC,12,-5,-3,-6,3,0.0,-1,3,0.8
O=C(CS(=O)(=O)c1ccc(F)cc1)NCCS(=O)(=O)c1ccccc1,-8,-2,0,-7,-1,0.1,-4,6,-1.2
CC1(C)Cc2c(c(-c3ccco3)nc3sc4c(NCCN5CCOCC5)ncnc4c23)CO1,3,7,4,6,5,-0.8,3,4,1.1
COc1cc(C2NC(=S)NC(c3ccccc3)=C2C(C)=O)ccc1O (configuration not stated),-3,-6,2,1,-4,-0.2,-1,1,-1.6
CCn1ncc(Cl)c1C(=O)NC(=S)Nc1ccccc1Br,-3,-2,0,-2,-2,-0.2,0,-11,3.8
CN(C)c1c([N+](=O)[O-])ncn1C,3,4,-4,4,3,-0.1,1,-2,0.6
CC1CCN(c2ccc(C(=O)O)cc2)CC1,5,-6,3,33,1,0.0,-6,-3,-0.8
O=C(COC(=O)C1CCC(=O)N1)Nc1ccc(Cl)cc1Cl (configuration not stated),7,-3,-1,4,-5,0.2,-1,3,-0.7
CN(C)C(=O)C1(c2ccccc2)CCN(S(=O)(=O)c2ccccc2)CC1,-3,3,0,-10,2,0.1,0,4,1.4
CO/N=C\C(=N\Nc1ccc(OC)cc1)C(=O)c1ccccc1,-7,0,3,-1,3,0.0,-2,-3,3.7
Cc1cccc(-n2ncc3c(NCCCO)ncnc32)c1,-6,4,2,8,-1,-0.1,1,-4,-0.8
CN(C)S(=O)(=O)c1cccc(COc2cccnc2[N+](=O)[O-])c1,6,5,-2,-12,-1,0.0,4,15,4.3
Cc1ccc(OCc2nnc(SCC(N)=O)n2N)cc1,13,9,-4,-2,-4,0.1,-3,-5,-1.7
CCC(=O)Nc1ccc(NC(=O)CSc2nnnn2C(C)C)cc1,-7,19,-2,33,4,0.0,-4,2,-1.3
Cc1cc(CN(C)C(=O)c2cc(COc3ccc4ncccc4c3)on2)on1,14,3,2,7,-1,0.0,-3,2,4.2
Cc1ccc(NC(=O)Cc2nnc(SCC(=O)NC3CCCC3)n2C)c(C)c1,-1,12,1,-2,-1,0.0,-4,2,-0.1
COc1ccc(-c2n[nH]c(=S)n2-c2cc(OC)ccc2OC)cc1,3,-16,-2,-3,3,-0.2,1,3,-0.2

# Next section, starting with the last 2 of the part before.
SMILES,proCasp3 act,proCasp7 act,TPT1 inhibitor,GASC-1 inh,Fh CTSL1 inh,Efflux pump mplx,PP1 counter,core dimer inh,PP5 inh
Cc1ccc(NC(=O)Cc2nnc(SCC(=O)NC3CCCC3)n2C)c(C)c1,-1,12,1,-2,-1,0.0,-4,2,-0.1
COc1ccc(-c2n[nH]c(=S)n2-c2cc(OC)ccc2OC)cc1,3,-16,-2,-3,3,-0.2,1,3,-0.2
COC(=O)c1cc(=O)n(-c2ccc(C(F)(F)F)cc2)[nH]1,-2,-3,1,-3,-3,0.2,-4,1,1.5
Cc1ccc(SCC(=O)NC(=O)NCc2ccccc2)c(C)c1,7,-3,0,8,1,-0.1,-1,3,0.5
O=C(NCC1COc2ccccc2O1)c1ccc(NC(=O)c2ccco2)cc1 (configuration not stated),6,-1,-3,4,-4,0.2,0,2,2.2
CC(C#N)(NC(=O)CN1CCN(S(=O)(=O)c2ccccc2C#N)CC1)C1CC1 (configuration not stated),-1,1,.,-11,.,0.2,-1,.,1.0
C=CCNC(=S)N/N=C/c1ccc(-c2cccc([N+](=O)[O-])c2)o1,-2,-14,-1,8,5,-0.1,12,9,0.8
CCc1cc2c3c(c1)C1(C(=O)N3C(C)(C)C=C2C)C(C#N)=C(N)Oc2[nH]c(=O)[nH]c(=O)c21 (configuration not stated),-7,4,0,21,1,-0.1,-3,3,2.5
COc1ccc(S(=O)(=O)n2cccc2)cc1,-4,3,-3,5,7,0.0,-3,1,-1.4
O=C(CN1C(=O)CSC1=O)N1CCCCC1,4,0,0,-9,-5,0.0,-9,4,2.5
COC(=O)Cc1ccc2oc(-c3cccnc3)nc2c1,-2,-3,-1,-2,0,0.1,4,1,-0.5
COc1ccc(N2CC(C(=O)OC(C)C(=O)c3ccccc3)CC2=O)cc1 (configuration not stated),-1,1,-3,-2,-22,0.1,-2,-3,-0.4
Cc1ccccc1NC1=C(C(=O)c2ccccc2)N(C)S(=O)(=O)c2ccccc21,1,8,6,4,1,0.0,2,18,1.8
CCN(CC)c1ccc(NC(=O)CSc2nnc(N)s2)cc1C,3,-6,4,.,2,-0.1,-4,-19,-3.2
O=C1C2C3c4ccccc4C(c4ccccc43)[C@@H]2C(=O)N1c1cccnc1 (some centres not stated),3,-5,-8,1,-1,0.5,-1,9,1.9
COc1ccc(C(=O)Nc2ccc(C3(C#N)CCCC3)cc2)cc1,4,12,1,3,-3,-0.1,1,2,1.5
Cn1c(SCc2c(Cl)cccc2Cl)nnc1-c1ccc2nonc2c1,-9,4,-4,-38,-6,0.1,-8,3,1.5
CCOC(=O)c1c(C)[n+]([O-])c2ccc3c(non3O)c12,4,-2,-2,-2,-1,0.1,-3,-12,-0.6
CN(C)S(=O)(=O)c1ccc(NC(=O)CSc2nc3ccccc3n2-c2ccccc2)cc1,-2,1,-3,2,-4,0.3,1,17,3.6
COc1cc(NC(=O)c2cc3ccccc3o2)c(OC)cc1Cl,0,0,-5,-6,2,-0.1,-2,2,-1.3
COCCCn1c(SCC(=O)Nc2ccc(C)cc2)nc2ccccc2c1=O,2,-2,1,3,-1,-0.1,-6,7,2.3
CCOc1ccc(-n2cc(C(=O)N3CCN(C)CC3)c3cc(OC)c(OC)cc3c2=O)cc1,7,11,-2,-7,-2,-0.1,-4,-6,4.8
CCCc1nn2c(=O)c(C(c3ccc(C)cc3)c3c(O)nc4sc(CCC)nn4c3=O)c(O)nc2s1,4,-2,5,-5,-4,-0.3,-3,11,-1.4
CSc1ccccc1NC(=O)CSc1nnc(Cc2ccccc2)o1,2,5,-3,5,-3,0.0,-3,-1,1.0
COC(=O)C1CCN(C(=O)COC(=O)CSc2ccc(C(N)=O)cc2[N+](=O)[O-])CC1,0,-5,-4,-2,-2,0.0,-6,2,-0.7
S=C1NCN(C2CCCCC2)CN1Cc1ccccc1,-1,-1,-3,-9,-1,0.0,-4,3,2.4
Cc1cc(/C=C2\SC(=O)NC2=O)c(C)n1-c1ccc(N(C)C)cc1,-7,2,-3,-1,2,0.0,2,1,1.7
C/C(=N\Nc1nc(N2CCCCC2)nc(N2CCOCC2)n1)c1cccs1,-2,5,1,-9,4,0.1,-5,2,2.1
Cc1ccc(N2CC(C(=O)OCc3ccccc3F)CC2=O)cc1 (configuration not stated),-3,6,-6,4,-26,-0.1,0,5,-1.1
CCN(CC)C(=O)CSc1nc2cc3c(cc2c(=O)n1Cc1ccco1)OCO3,3,6,-1,4,-2,0.0,-5,5,0.0
CCCCOc1ccc(/C(O)=C2/C(=O)C(=O)N(Cc3cccnc3)C2c2ccncc2)c(C)c1 (configuration not stated),6,-9,0,0,-1,-0.3,1,6,1.2
CC(=O)NC(C)C(c1cccs1)N1CCN(c2ccccc2)CC1 (configuration not stated),-1,5,2,10,-3,0.1,-2,-1,3.7
COc1ccc(OC)c(N/C(=N/C(=S)Nc2ccccc2)Nc2nc(C)cc(C)n2)c1,3,-3,0,-5,0,-0.1,-5,28,-1.2
Cc1csc2nc(O)c(C(=O)NC3CCCCCC3)c(=O)n12,-1,4,0,i,2,0.0,4,-1,-2.2
COCCNC(=O)c1c[nH]c2ccc(OC)cc2c1=O,-7,15,-3,16,-2,-0.5,-2,1,1.0
O=C(COc1ccc(Cl)cc1[N+](=O)[O-])N1CCCCC1,11,5,0,-5,-4,0.0,1,4,0.8
C=CCCc1ccc(C#N)c(SCc2c(C(=O)OCC)c3cc(OC(C)=O)c(Br)cc3n2C)n1,0,4,0,7,1,-0.3,-1,-1,-1.8
Cc1csc(NC(=O)c2ccccc2C(=O)O)n1,1,7,-1,-18,-1,0.1,5,0,1.4
Cc1ccc(C)c(CN2C(=O)C3CCCN3c3ccc(S(=O)(=O)N4CCOCC4)cc32)c1 (configuration not stated),6,4,14,0,4,0.2,22*,51*,2.8
CCCC(C)NC(=O)CSc1nc2ccc(C)cc2[nH]1 (configuration not stated),2,4,0,-9,1,-0.1,2,-2,-1.1
CCCC(=O)Oc1ccc2c(C)cc(=O)oc2c1,-38,2,-3,-1,-17,0.1,-2,-3,-0.7

# 2 entries from above, as tab-separated lines:
smiles	proCasp3 act	proCasp7 act	TPT1 inhibitor	GASC-1 inh	Fh CTSL1 inh	Efflux pump mplx	PP1 counter	core dimer inh	PP5 inh
Cc1ccc(C)c(CN2C(=O)C3CCCN3c3ccc(S(=O)(=O)N4CCOCC4)cc32)c1 (configuration not stated)	6	4	14	0	4	0.2	22*	51*	2.8
CCCC(C)NC(=O)CSc1nc2ccc(C)cc2[nH]1 (configuration not stated)	2	4	0	-9	1	-0.1	2	-2	-1.1

# Compound activity from PubChem.
